# SMARCA2 act: activators of SMARCA2 function; activation, % at 9.1 µM; MG213 cells, MMTV-luciferase reporter, dexamethasone, overnight; hit rate 1% among 370,000; in the data active = activation above about 7.8%;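 also: 0% = vehicle wells and 100% = reference activator wells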
# NR1D1 modulator: modulators of human Rev-erb alpha DNA binding; hit rate 0.79% among 370,000; Rev-erbα–FITC-DNA binding, fluorescence polarization, 90 min; activity, % at 10 µM; P20393;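 active = activity above about 14%, limit read from the data; passing the limit was not always enough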;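 also: 0% = DMSO wells with 35 nM protein and 100% = DMSO wells with 750 nM protein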
# FXN GAA850 act: activators of GAA850 frataxin (FXN) promoter; HEK293 lucGAA850 FXN promoter luciferase reporter, 24 h; percent of 10 µM SAHA response; activation, % at 6 µM; hit rate 0.56% among 360,000;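 active = activation above the average of all compounds screened plus 3 SD, cutoff fixed separately per campaign, cut at about 7.5% in these data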;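 also: 0% = DMSO wells and 100% = 10 µM SAHA wells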
# PG9 binder: binds the HIV-1 gp120 antibody PG9; hit rate 0.43% among 360,000; inhibition, % at 6.7 µM; TR-FRET gp120-PG9 antibody binding; in the data active = inhibition above about 8.5%
# hgDAF-12 ag: activates the H. glycines DAF-12 receptor ligand-binding domain; HEK293 GAL4-hgDAF12 UAS-luciferase reporter, agonist luminescence; normalized to butyrate control; activation, % at 6.8 µM; hit rate 1.8% among 370,000; AID 687014;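 active = activation above a cutoff set at the mean of all screened compounds plus 3 SD, cut at about 10% in these data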;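 also: 0% = DMSO wells and 100% = sodium butyrate wells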
# ssDAF-12 act: S. stercoralis DAF-12 activation, primary screen; HEK293 ssDAF-12/GRIP1 lit1-tk-luc reporter, luminescence; % of 3 µM dafachronic acid response; activation, % at 6.8 µM; hit rate 1% among 370,000; AID 652126;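 active = activation above the mean over all tested compounds plus 3 SD, cut at about 0.9% in these data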;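 also: 0% = DMSO-only wells and 100% = 3 µM delta7-dafachronic acid wells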
# DAX1 inh-1: inhibitors of human orphan nuclear receptor DAX1 (NR0B1); P51843; HEK293 Gal4-DAX1 luciferase reporter, luminescence; inhibition, % at 6.75 µM; hit rate 0.99% among 340,000; AID 504766;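 active = inhibition above the mean over all tested compounds plus 3 SD, cut at about 4.2% in these data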;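 also: 0% = DAX1-transfected cells with DMSO and 100% = empty-vector control cells with DMSO; inhibition shows as a rise in luminescence from relieved DAX1 repression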
# Target sequence (P51843 207-470 limits assumed): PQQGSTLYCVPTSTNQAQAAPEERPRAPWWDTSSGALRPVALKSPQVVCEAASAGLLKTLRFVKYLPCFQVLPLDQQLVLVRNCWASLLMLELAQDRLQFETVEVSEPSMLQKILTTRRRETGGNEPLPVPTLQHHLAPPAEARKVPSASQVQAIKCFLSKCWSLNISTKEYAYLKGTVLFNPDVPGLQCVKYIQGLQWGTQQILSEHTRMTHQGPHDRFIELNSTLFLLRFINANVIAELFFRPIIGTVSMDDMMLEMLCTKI
# HGIII-sPLA2 inh: Inhibits HGIII-sPLA2 liposome hydrolysis, primary screen | Q9NZ20 | QFRET BODIPY PC-A2 liposome hydrolysis, fluorescence | inhibition, % at 12.2 µM | hit rate 0.56% among 370,000;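 active = inhibition above mean plus 3 SD of compounds lying within the high and low control bounds, cut at about 19% in these data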;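 also: 0% = median of test compound wells and 100% = no enzyme DMSO wells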
# Target sequence (Q9NZ20 whole entry, looked up): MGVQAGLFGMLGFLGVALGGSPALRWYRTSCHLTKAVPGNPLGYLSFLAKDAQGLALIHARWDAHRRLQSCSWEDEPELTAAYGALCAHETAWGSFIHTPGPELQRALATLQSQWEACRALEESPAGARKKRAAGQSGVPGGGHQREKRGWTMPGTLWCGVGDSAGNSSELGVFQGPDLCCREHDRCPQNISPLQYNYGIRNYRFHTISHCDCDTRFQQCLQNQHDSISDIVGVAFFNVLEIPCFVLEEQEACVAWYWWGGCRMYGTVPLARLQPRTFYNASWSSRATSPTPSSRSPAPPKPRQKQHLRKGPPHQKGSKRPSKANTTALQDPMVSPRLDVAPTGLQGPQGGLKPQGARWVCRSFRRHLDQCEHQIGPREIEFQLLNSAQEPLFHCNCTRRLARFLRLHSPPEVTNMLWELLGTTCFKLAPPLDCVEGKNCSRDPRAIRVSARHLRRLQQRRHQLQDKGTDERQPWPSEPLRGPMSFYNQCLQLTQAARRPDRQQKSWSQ
# DAX1 inh-2: inhibitors of DAX1 repression of SF-1 activated StAR promoter; HEK293T StAR-luciferase reporter, SF-1/DAX-1 repression relief; inhibition, % at 6.8 µM; hit rate 1.1% among 370,000; AID 652010;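 active = inhibition above the mean over all tested compounds plus 3 SD, cut at about 3.6% in these data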;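 also: 0% = DAX-1 cells with DMSO and 100% = cells lacking DAX-1 with DMSO; higher inhibition means more luminescence from relief of DAX-1 repression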
# hcDAF12 agonist: activators of H. contortus DAF-12 nuclear receptor | HEK293 hcDAF-12 lit1-tk-luc reporter, luminescence; 0% DMSO, 100% Δ7-dafachronic acid | activation, % at 6.8 µM | hit rate 1.4% among 370,000;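 active = activation above the mean of all tested compounds plus 3 SD, cut at about 5.5% in these data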;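 also: 100% = response to 3 µM Δ7-dafachronic acid high control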
# PLCb3 inh: PLC-beta3 (human) inhibition, primary screen | Q01970 | inhibition, % at 12.2 µM | hit rate 0.18% among 370,000 | Purified PLC-beta3, fluorogenic substrate, fluorescence; in the data active = inhibition above about 11%;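 also: 0% = median of compound wells on plate and 100% = full blocker control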
# * marks the source's active call; other numbers are inactive results; i = inactive; · = no result given.
# Order of results – HGIII-sPLA2 inh	PLCb3 inh	hcDAF12 agonist	SMARCA2 act	DAX1 inh-2	DAX1 inh-1	hgDAF-12 ag	NR1D1 modulator	FXN GAA850 act	ssDAF-12 act	PG9 binder
CCOc1ccc(NC(=O)N2CCC(c3ccc(C)cc3)C2)cc1 (stereo not drawn)
→ 0	2	-0.9	-1	-0.5	-0.6	-0.1	1	1.5	-1.4	0.2
CCOC(=O)c1c(C)[nH]c(C(=O)COC(=O)/C=C/c2ccc(OC(F)F)cc2)c1C
→ 5	-6	2.4	0	-1.0	-1.0	-2.4	-2	-3.4	-1.4	1.4
CC(C)N1C(=O)c2ccccc2NC(=O)C1C(=O)NCc1ccccc1 (stereo not drawn)
→ 14	0	-0.9	-5	2.2	·	0.3	7	·	-1.4	1.2
Cc1c(C)n(CCc2ccccc2)c2ncnc(NCCO)c12
→ -23	0	5.5	10*	1.1	1.4	3.9	1	3.9	-0.1	-1.6
O=C(O)CCC(=O)Nc1cc(C(F)(F)F)cc(C(F)(F)F)c1
→ -4	-4	1.3	-2	0.3	3.0	0.0	-1	-0.9	-0.9	-1.0
COc1ccc(C(CNc2ccc(S(=O)(=O)N3CCN(C)CC3)cc2[N+](=O)[O-])N(C)C)cc1 (stereo not drawn)
→ 3	-10	0.6	-3	0.2	0.2	-0.9	3	2.0	-0.5	1.2
COc1ccccc1CC(=O)Nc1ccc2[nH]ncc2c1
→ 12	-3	-0.2	1	-0.1	0.3	2.7	1	-1.9	-1.9	-0.7
CC(C)CC(C(=O)NC1CCCC1)N(Cc1ccc2c(c1)OCO2)C(=O)c1snc(C(N)=O)c1N (stereo not drawn)
→ 8	1	-0.8	-1	-0.6	-0.4	-1.4	-3	1.0	-1.2	-0.9
CCOC(=O)c1cnn(-c2ncnc3c2oc2ccccc23)c1N
→ 2	0	-1.0	6	0.4	0.4	5.2	-4	3.6	-0.9	-0.2
CCN(C(=O)COC(=O)/C=C/c1ccccc1)C1CCCCC1
→ -6	-10	-0.1	-3	0.8	-0.5	1.6	0	0.4	-1.1	0.9
C=CCn1c(SCC(=O)Nc2ccc(O)cc2)nc2sc(CC)cc2c1=O
→ -18	-7	-2.9	-1	-0.4	0.2	-1.1	5	-1.3	-1.7	-1.9
O=C(O/N=C(/c1ccccc1)c1ccncc1)c1cccc(F)c1
→ 12	5	1.5	-1	0.1	0.8	0.6	8	1.1	-0.5	0.5
COC(=O)Cn1c(=O)c2c(nc3n2CC(C)CN3c2ccc(C)c(C)c2)n(C)c1=O (stereo not drawn)
→ 6	2	0.1	-1	-0.1	0.1	0.5	-1	0.4	-1.3	-0.4
c1ccc(Oc2cccc(OCCCn3cncn3)c2)cc1
→ -8	-2	0.8	-4	0.0	-1.1	4.9	10	2.2	-0.8	-2.0
COc1cc(-c2nc3c(c(C)nn3-c3ccccc3)c3cc(OC)c(OC)cc23)ccc1O
→ -4	-92	0.8	2	-0.1	0.2	-0.8	11	2.3	-1.4	-2.0
C/C(=C\c1cccc(Cl)c1)C(=O)c1c(C)cc(C)[nH]c1=O
→ -5	-4	-2.0	-1	-0.2	-0.2	2.8	3	-0.4	-0.8	0.5
CC(NC(=O)[C@H](NC(=O)[C@@H]1Cc2ccccc2CN1)c1ccccc1)c1ccccc1 (stereo partly drawn)
→ 5	3	2.2	1	0.2	2.3	2.5	0	-1.7	-1.5	-2.2
COc1ccccc1NC(=O)CN(c1ccccc1F)S(C)(=O)=O
→ 10	1	-1.0	-2	0.3	0.6	-1.8	-6	-1.0	-1.1	-1.2
CCN(C(=O)CCCC(=O)N(CC)c1ccccc1)c1ccccc1
→ 3	-1	1.8	-2	0.7	0.8	1.1	-4	-0.6	-1.8	-0.9
Cc1ccc(CNC(=O)NC23CC4CC(CC(C4)C2)C3)cc1
→ 1	3	-0.8	0	-0.1	-0.6	-0.4	1	0.3	0.1	-0.5

# Next structures follow:
# Order of results – HGIII-sPLA2 inh	PLCb3 inh	hcDAF12 agonist	SMARCA2 act	DAX1 inh-2	DAX1 inh-1	hgDAF-12 ag	NR1D1 modulator	FXN GAA850 act	ssDAF-12 act	PG9 binder
Cc1c(Cl)cccc1NC(=S)NCCc1ccccn1
→ 5	-2	-1.7	2	0.0	0.4	0.2	-6	1.7	-1.2	0.3
COc1ccc(C2C(C(=O)N3CCCCC3C)CC(=O)N2c2ccc(OC)cc2)cc1 (stereo not drawn)
→ 6	-5	-3.1	0	0.3	·	-1.1	1	·	-0.2	·
CCOc1ccccc1C(=O)NCC(=O)OCC(=O)c1c(N)n(C)c(=O)n(C)c1=O
→ 14	-5	0.9	-3	0.9	-0.2	-2.5	4	0.2	-1.8	0.4
O=C(O)c1ccc(S(=O)(=O)N(Cc2ccccc2)Cc2ccccc2)cc1
→ -5	0	0.4	-2	-0.4	1.1	-0.1	6	0.2	-1.8	-2.3
COc1ccc(NC(=O)C(C)SCc2ccccc2)cc1OC (stereo not drawn)
→ -1	2	-2.5	0	-0.7	-1.2	-1.9	1	0.3	-1.2	-2.6
CN(CC(=O)N1CCN(Cc2ccccc2)CC1)C(=O)Cc1cccc2ccccc12
→ -9	-3	-1.5	3	-1.0	-0.6	-0.3	4	-1.5	-0.6	-1.9
CCOC(=O)c1oc2ccccc2c1COC(=O)CNC(=O)c1ccccc1
→ 4	-6	0.2	0	2.4	0.7	0.3	-4	1.5	-0.7	-1.9
COc1ccc(-n2c(=S)[nH]c3cc(C(=O)NCc4ccccc4OC)ccc3c2=O)c(OC)c1
→ 8	-3	-1.9	2	-0.5	0.0	-0.4	0	0.0	-1.1	-3.5
Cc1cc(C(=O)N2CCC2(C)C(=O)O)c(C)o1 (stereo not drawn)
→ 3	1	-1.3	-3	-0.2	·	1.2	-3	-1.6	-1.3	-1.6
Cc1ccccc1NC(=O)c1cccc(C(=O)Nc2ccccc2C)c1
→ 3	3	-0.6	-6	-0.2	1.1	0.4	-1	-0.6	-1.7	-0.4
COc1cc(C2C3=C(CC(C)(C)CC3=O)N(C)C3=C2C(=O)CC(C)(C)C3)cc(Br)c1O
→ 0	-24	2.0	-1	-0.7	-1.0	-1.9	-7	-0.2	-1.3	0.0
Cc1cccn2c(=O)c3cc(S(=O)(=O)c4ccccc4)c(=N)n(Cc4cccnc4)c3nc12
→ 2	-28	0.4	0	-0.1	-0.6	-1.8	-1	-0.4	-0.8	-0.3
COc1ccc2ccccc2c1C(O)c1nccn1C (stereo not drawn)
→ -48	-68	1.5	0	0.4	-0.1	-2.2	3	-1.5	0.0	-3.5
COc1cccc(NC(=O)c2ccc(NC(=O)C(C)C)cc2)c1
→ 1	0	0.6	1	0.5	-0.4	7.0	5	1.2	-0.1	-0.5
O=C(O)CCN1C(=O)/C(=C2\C(=O)N(Cc3ccccc3Cl)c3ccccc32)SC1=S
→ -2	-1	-3.2	0	0.2	1.1	0.8	1	0.6	-0.8	-1.8
Cc1cc(Cl)ccc1OCC(=O)OCC(=O)NC1CCCC1
→ 9	-9	0.1	0	0.9	-0.2	-0.7	11	0.2	-1.1	-0.9
CCC(C)Nc1nc2c(C)cccn2c(=O)c1C=Nc1ccc(OC)cc1 (stereo not drawn)
→ 0	-30	-2.8	2	-1.1	0.3	-2.1	0	1.7	-1.4	1.8
CN(C)c1nc(-c2cn(CCC#N)c3ccccc23)cs1
→ 4	-68	-3.8	-3	-1.2	1.1	-4.0	-1	1.9	-1.6	-4.8
O=C(Cn1cc(Cl)c([N+](=O)[O-])n1)NCCC1=CCCCC1
→ -1	-4	-1.4	1	-0.4	-1.5	0.0	2	-1.4	-1.0	1.3
O=C(CSc1nc2[nH]ncc2c(=O)[nH]1)NCc1ccccc1
→ 4	5	2.5	-3	0.1	-0.2	-0.8	-2	-2.1	-1.7	-3.0

# Compounds from the list above that contain a nitro group on carbon:
# Order of results – HGIII-sPLA2 inh	PLCb3 inh	hcDAF12 agonist	SMARCA2 act	DAX1 inh-2	DAX1 inh-1	hgDAF-12 ag	NR1D1 modulator	FXN GAA850 act	ssDAF-12 act	PG9 binder
COc1ccc(C(CNc2ccc(S(=O)(=O)N3CCN(C)CC3)cc2[N+](=O)[O-])N(C)C)cc1 (stereo not drawn)
→ 3	-10	0.6	-3	0.2	0.2	-0.9	3	2.0	-0.5	1.2
O=C(Cn1cc(Cl)c([N+](=O)[O-])n1)NCCC1=CCCCC1
→ -1	-4	-1.4	1	-0.4	-1.5	0.0	2	-1.4	-1.0	1.3

# Further entries.
# Order of results – HGIII-sPLA2 inh	PLCb3 inh	hcDAF12 agonist	SMARCA2 act	DAX1 inh-2	DAX1 inh-1	hgDAF-12 ag	NR1D1 modulator	FXN GAA850 act	ssDAF-12 act	PG9 binder
CC(=NCCN1CCN(C(C)=C2C(=O)c3ccccc3C2=O)CC1)C1=C(O)CC(C)(C)CC1=O
→ 2	-8	0.3	-2	-0.3	0.3	0.1	-1	-0.8	-0.3	-0.8
O=C(CN1CCCC1)Nc1c(C(=O)C2CC2)oc2ccccc12
→ 0	-6	1.5	1	-0.4	1.0	0.1	-5	1.8	-1.0	-2.4
CN(C)C(=O)/C=C\c1cn(-c2ccccc2)nc1-c1ccc2c(c1)OCCO2
→ -11	-182	-2.0	-3	-1.0	0.2	-3.6	-1	-2.4	-1.7	-4.0
O=C(Nc1cccc(F)c1)OC(CN1CCCCC1)C(F)(F)F (stereo not drawn)
→ -2	0	-0.9	-1	0.4	1.4	0.4	1	0.3	-1.2	1.7
CCOCCCNC(=O)/C(C#N)=C/c1ccc([N+](=O)[O-])o1
→ -3	-56	-1.6	12*	-0.1	0.1	-2.2	3	11*	-1.5	1.6
CCCC(C(=O)N1CCOCC1)N1C(=O)C2C3C=CC(C3)C2C1=O (stereo not drawn)
→ 0	3	0.8	-4	0.7	-0.4	-0.3	-2	2.0	-1.3	-0.9
CC(=O)Nc1cccc(NC(=O)c2cc3ccccc3o2)c1
→ 0	3	2.2	3	2.0	1.7	8.4	3	1.5	0.8	1.1
O=C(CSc1nncc2ccccc12)N1CCCCC1
→ 2	-3	1.5	2	0.8	0.7	5.1	0	2.0	-0.9	-2.1
CN(Cc1cnc2nc(N)nc(N)c2n1)c1ccc(C(=O)NC(CCC(=O)O)C(=O)O)c2ccccc12 (stereo not drawn)
→ 6	i	0.4	-4	-4.6	-5.2	-13	-3	-9.1	-1.6	-1.3
CC(=O)N1N=C(c2ccccc2)CC1c1cccs1 (stereo not drawn)
→ 7	-3	-2.6	-3	-0.3	0.8	0.4	2	0.3	-0.9	1.4
Cc1cc(C)c(NC(=O)CNC(=O)CNC(=O)C2CCCCC2)c(C)c1
→ -2	-2	-1.4	1	1.1	0.2	1.6	1	-0.5	-1.4	-0.9
Cc1cc(NC(=O)NC2CCCN2S(=O)(=O)c2ccc(Cl)cc2)no1 (stereo not drawn)
→ 0	-1	-1.5	-1	-1.0	-0.3	0.7	0	-0.4	-1.6	-0.5
Cc1cc(/C=C2\SC(=S)NC2=O)cc(C)c1O
→ -25	-26	3.4	3	0.8	1.4	7.9	8	0.4	-0.2	-6.2
COc1ccc(N2CC(C(=O)Nc3ccc4c(c3)OCCO4)CC2=O)cc1 (stereo not drawn)
→ 0	-5	-2.8	1	-0.7	-0.2	-0.6	-7	-1.6	-1.3	-1.3
c1ccc(Oc2cccc(CN3CCCCC3)c2)cc1
→ 1	2	-1.0	-2	0.1	2.4	-0.3	1	1.3	-0.9	3.0
